# GC-A act = GC-A (human) enzyme activation | P16066 | HEK293 GC-A cells, cGMP TR-FRET, EC30 ANP; 0% at EC30 ANP, 100% saturating ANP | activation, % at 10 µM | 0.14% of 370,000 active | AID 1671463; in the data active means activation above about 40%
# sPLA2-III inh = Inhibits HGIII-sPLA2 liposome hydrolysis, primary screen; AID 743126; QFRET BODIPY PC-A2 liposome hydrolysis, fluorescence; inhibition, % at 12.2 µM; 0.56% of 370,000 active;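 active means inhibition above mean plus 3 SD of compounds lying within the high and low control bounds, cut at about 19% in these data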;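 further: 0% = median of test compound wells and 100% = no enzyme DMSO wells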
# Target sequence (Q9NZ20 whole entry, looked up): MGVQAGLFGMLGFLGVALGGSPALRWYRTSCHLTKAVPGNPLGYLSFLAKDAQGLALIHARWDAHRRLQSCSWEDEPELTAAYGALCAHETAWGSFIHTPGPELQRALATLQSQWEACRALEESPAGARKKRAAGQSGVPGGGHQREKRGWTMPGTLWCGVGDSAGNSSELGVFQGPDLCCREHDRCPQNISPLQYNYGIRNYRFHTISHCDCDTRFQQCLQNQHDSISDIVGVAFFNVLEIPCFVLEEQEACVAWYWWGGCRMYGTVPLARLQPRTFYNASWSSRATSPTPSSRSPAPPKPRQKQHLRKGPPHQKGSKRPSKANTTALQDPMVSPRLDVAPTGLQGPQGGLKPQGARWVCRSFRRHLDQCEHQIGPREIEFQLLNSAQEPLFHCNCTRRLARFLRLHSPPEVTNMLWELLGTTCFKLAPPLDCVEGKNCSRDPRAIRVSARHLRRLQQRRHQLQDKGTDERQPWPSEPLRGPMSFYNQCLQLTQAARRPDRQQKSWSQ
# GAA850 FXN act = frataxin GAA850 promoter activation; HEK293 lucGAA850 FXN promoter luciferase reporter, 24 h; percent of 10 µM SAHA response; activation, % at 6 µM; 0.56% of 360,000 active;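 active means activation above the average of all compounds screened plus 3 SD, cutoff fixed separately per campaign, cut at about 7.5% in these data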;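 further: 0% = DMSO wells and 100% = 10 µM SAHA wells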
# SMARCA2 act = SMARCA2 function activation, primary screen; MG213 cells, MMTV-luciferase reporter, dexamethasone, overnight; activation, % at 9.1 µM; 1% of 370,000 active; in the data active means activation above about 7.8%;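 further: 0% = vehicle wells and 100% = reference activator wells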
# DAX1 inh-1 = inhibitors of human orphan nuclear receptor DAX1 (NR0B1). HEK293 Gal4-DAX1 luciferase reporter, luminescence. inhibition, % at 6.75 µM. P51843. 0.99% of 340,000 active. AID 504766;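 active means inhibition above the mean over all tested compounds plus 3 SD, cut at about 4.2% in these data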;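 further: 0% = DAX1-transfected cells with DMSO and 100% = empty-vector control cells with DMSO; inhibition shows as a rise in luminescence from relieved DAX1 repression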
# Target sequence (P51843 207-470 limits assumed): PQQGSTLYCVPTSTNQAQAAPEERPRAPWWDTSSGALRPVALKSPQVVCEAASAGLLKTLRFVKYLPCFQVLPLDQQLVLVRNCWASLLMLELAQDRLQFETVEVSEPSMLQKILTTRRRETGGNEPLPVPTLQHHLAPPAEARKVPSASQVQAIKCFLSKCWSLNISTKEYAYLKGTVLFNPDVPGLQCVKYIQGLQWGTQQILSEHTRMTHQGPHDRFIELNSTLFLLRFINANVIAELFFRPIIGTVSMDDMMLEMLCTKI
# hgDAF12 agonist = agonists of H. glycines DAF-12 nuclear receptor; AID 687014; activation, % at 6.8 µM; HEK293 GAL4-hgDAF12 UAS-luciferase reporter, agonist luminescence; normalized to butyrate control; 1.8% of 370,000 active;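 active means activation above a cutoff set at the mean of all screened compounds plus 3 SD, cut at about 10% in these data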;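 further: 0% = DMSO wells and 100% = sodium butyrate wells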
# proKLK7 act = activates the human kallikrein-7 zymogen. purified proKLK7, EDANS-DABCYL substrate fluorescence; 100% is mature enzyme control, 0% vehicle. P49862. AID 652039. activation, % at 7 µM. 0.9% of 370,000 active;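 active means activation above the mean of all tested compounds plus 3 SD, computed per campaign excluding outliers beyond control limits, cut at about 13% in these data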
# Target sequence (P49862 whole entry, looked up): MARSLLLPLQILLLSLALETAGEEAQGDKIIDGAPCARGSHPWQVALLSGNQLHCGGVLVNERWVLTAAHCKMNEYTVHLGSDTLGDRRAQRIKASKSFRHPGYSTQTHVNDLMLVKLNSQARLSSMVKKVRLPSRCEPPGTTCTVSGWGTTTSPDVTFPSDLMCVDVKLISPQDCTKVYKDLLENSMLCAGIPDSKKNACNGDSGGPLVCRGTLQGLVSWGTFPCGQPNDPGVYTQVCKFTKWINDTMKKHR
# hcDAF-12 act = H. contortus DAF-12 activation, primary screen | HEK293 hcDAF-12 lit1-tk-luc reporter, luminescence; 0% DMSO, 100% Δ7-dafachronic acid | activation, % at 6.8 µM | 1.4% of 370,000 active | AID 652067;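 active means activation above the mean of all tested compounds plus 3 SD, cut at about 5.5% in these data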;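 further: 100% = response to 3 µM Δ7-dafachronic acid high control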
# DAX1 inh-2 = DAX1 (NR0B1) inhibition, primary screen | HEK293T StAR-luciferase reporter, SF-1/DAX-1 repression relief | inhibition, % at 6.8 µM | 1.1% of 370,000 active | AID 652010;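 active means inhibition above the mean over all tested compounds plus 3 SD, cut at about 3.6% in these data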;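 further: 0% = DAX-1 cells with DMSO and 100% = cells lacking DAX-1 with DMSO; higher inhibition means more luminescence from relief of DAX-1 repression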
# ssDAF12 agonist = activates DAF-12 receptor from parasite S. stercoralis | AID 652126 | activation, % at 6.8 µM | 1% of 370,000 active | HEK293 ssDAF-12/GRIP1 lit1-tk-luc reporter, luminescence; % of 3 µM dafachronic acid response;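 active means activation above the mean over all tested compounds plus 3 SD, cut at about 0.9% in these data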;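 further: 0% = DMSO-only wells and 100% = 3 µM delta7-dafachronic acid wells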
# GC-B act = GC-B (human) receptor activation. P20594. HEK293-GC-B cells, CNP EC30, cGMP TR-FRET; 0% at EC30 CNP, 100% saturating CNP. activation, % at 10 µM. 0.11% of 370,000 active. AID 1920062;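 active means activation at 10 µM reaching about 35% in either raw or pattern-adjusted values, limit read from the data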
# Starred values were filed as active, the others as inactive; / = no result given.
SMILES,GC-A act,sPLA2-III inh,GAA850 FXN act,SMARCA2 act,DAX1 inh-1,hgDAF12 agonist,proKLK7 act,hcDAF-12 act,DAX1 inh-2,ssDAF12 agonist,GC-B act
Cc1ccccc1COC(=O)CN1C(=O)NC2(CCCC2)C1=O,2,4,-0.1,-1,-0.3,-0.9,-0.5,-1.0,-1.7,-1.2,1
O=C1NCCCC2c3cc(O)c4ccccc4c3OC12N1CCCCC1 (stereo not given),-2,-8,/,-1,/,-4.2,-1.8,0.2,-2.6,-0.7,-2
Cc1ccc(CSc2nnc(-c3cccc4ccccc34)o2)cc1,-2,1,3.0,0,0.2,-0.2,0.2,-1.3,0.0,-1.1,0
O=C(Cn1nnc(-c2ccccc2NC(=O)c2ccccc2F)n1)NCc1ccco1,-3,-3,-0.5,-2,-0.1,0.7,-0.2,-1.4,-0.2,-0.9,-5
CC1CCCN(CCCNC(=O)c2ccc(CS(=O)(=O)Cc3cccc(Cl)c3)o2)C1 (stereo not given),2,-4,-0.5,-1,-0.2,0.2,-0.4,-2.4,-0.3,-1.0,1
CCN(CC)c1ccc(C(=O)Nc2ccccc2)cc1[N+](=O)[O-],-8,-3,2.0,7,-0.2,12*,-0.1,0.0,0.4,-0.4,4
O=C(Nc1nnc(C2CCCO2)s1)c1cccs1 (stereo not given),4,-4,-0.4,5,-0.8,4.8,-0.6,3.2,0.2,-0.3,3
CCC1CC(CSc2ncn[nH]2)OC1=O (stereo not given),1,11,2.7,-4,-1.5,-0.5,0.3,0.0,0.2,-0.9,1
O=C(CCc1ccccc1)NCC(c1ccco1)N1CCc2ccccc21 (stereo not given),-6,2,-3.4,-1,-1.0,-1.8,0.1,-1.5,-3.7,-1.0,-7
COc1ccc(CCN2C(=O)C3C4CCC(C4=C(C)C)C3C2=O)cc1OC (stereo not given),2,10,0.6,0,-0.4,-2.4,-0.1,-3.8,-0.6,-0.9,0
Cc1nn(CC#N)c(=O)n1N(C)c1ncc(C(F)(F)F)cc1Cl,-2,-2,0.8,0,0.0,-5.0,0.2,-1.0,-2.2,-1.8,-1
Cc1nc(Nc2ccc3c(c2)OCCO3)c2c(C)c(C)sc2n1,3,1,1.9,0,-2.2,0.1,0.3,-0.4,-1.3,-0.5,4
C/C(N)=C(/C#N)C(=O)COC(=O)c1cc(S(=O)(=O)N2CCCCC2)ccc1C,1,-13,2.7,-2,-1.3,-0.8,0.2,-1.5,0.8,-0.5,0
COc1ccc(C2=NOC(Cn3nc(-c4ccccc4)cc3C(=O)NCc3ccc(C)cc3)C2)cc1 (stereo not given),-1,5,-0.7,-2,0.1,-1.9,-0.6,-1.6,-0.5,-1.1,0
Cc1cccc2cc(CN(CC3CCCO3)C(=O)NC3CCCCC3)c(=O)[nH]c12 (stereo not given),-1,3,-0.9,-3,1.2,0.5,-0.4,-2.4,0.0,-0.9,0
Cc1nc([N+](=O)[O-])cn1CC(Cl)Cn1cc([N+](=O)[O-])nc1C,1,2,/,1,/,0.1,0.0,0.8,-1.1,-1.4,2
C=CCOc1nc2c(c(=O)n(C)c(=O)n2C)n1C,-4,1,0.2,2,0.1,-1.2,0.3,1.8,0.4,-1.6,0
C[C@H]1CN([C@@H](C)CO)C(=O)c2cccc(NC(=O)C3CC3)c2O[C@H]1CN(C)Cc1ccc(C(F)(F)F)cc1,-5,-1,-0.9,0,-0.6,-1.2,-0.1,-2.2,0.6,-1.1,0
COc1ccccc1CN1CC(C(=O)NC2CCCCC2)CC1=O (stereo not given),0,-2,-2.3,-1,0.1,-2.6,-0.8,-2.1,1.4,-1.2,7
CN(C)C(=O)c1ccc(-n2nc(C(F)(F)F)c3c2CCCC3)cc1,-3,0,-0.1,-2,-2.1,-2.2,-0.6,-0.9,-0.5,-1.1,-10
CCCCN1C=C(C(=O)OCC)C(=O)CC1,-3,2,-1.4,3,0.0,2.6,0.8,0.7,-0.2,-0.8,8
O=C1CC(C(=O)N2CCN(S(=O)(=O)c3cccc(F)c3)CC2)CN1Cc1ccccc1Cl (stereo not given),2,-10,0.5,0,0.4,1.2,0.0,-0.6,-0.4,-1.7,2
O=C(CN1C(=O)CCSc2ccccc21)Nc1ccc(Cl)c(Cl)c1,-6,-9,/,-1,/,-1.8,0.1,-3.1,0.6,-0.6,-11
CC(C)=CC(=O)Nc1c(C)cc(C)cc1Cl,-1,1,0.7,-1,4.6*,-2.2,0.5,1.9,-0.3,-0.7,-5
O=C(c1cc2ccccc2cc1O)N1CCCC(C(F)(F)F)C1 (stereo not given),3,-45,-1.1,-2,-1.4,-0.2,-13,-2.0,-1.1,-0.6,-2
CCN(C[C@H]1N[C@@](Cc2ccccc2)(C(=O)OC)[C@H]2C(=O)N(C)C(=O)[C@@H]12)C(=O)Nc1ccc(C(F)(F)F)cc1,0,-4,-0.3,3,-0.7,0.1,0.2,1.1,-0.2,-1.3,3
CC(=O)c1sc(NC(=O)c2cc3c(C)nn(-c4ccccc4)c3s2)nc1C,4,-1,0.1,-1,1.7,-0.8,0.5,0.5,-0.1,-1.2,-6
O=C(CNCC1CCCO1)Nc1ccc([N+](=O)[O-])cc1C(=O)Nc1ccccc1F (stereo not given),-8,9,1.6,1,-1.2,-1.6,0.5,0.7,0.1,-0.6,1
Cc1ccc(/C(N)=N/OC(=O)N2CCOCC2)cc1,0,-3,1.6,1,-0.3,0.3,0.1,1.1,0.2,-1.0,4
COc1ccc(Cl)cc1NC(=O)N(C)Cc1c(C)nn(C)c1C,-10,-3,-1.4,-1,-0.8,-2.2,-0.4,-2.5,0.0,-1.7,-5

# The closing seven compounds of the section before are carried over, then new ones follow:
SMILES,GC-A act,sPLA2-III inh,GAA850 FXN act,SMARCA2 act,DAX1 inh-1,hgDAF12 agonist,proKLK7 act,hcDAF-12 act,DAX1 inh-2,ssDAF12 agonist,GC-B act
CC(C)=CC(=O)Nc1c(C)cc(C)cc1Cl,-1,1,0.7,-1,4.6*,-2.2,0.5,1.9,-0.3,-0.7,-5
O=C(c1cc2ccccc2cc1O)N1CCCC(C(F)(F)F)C1 (stereo not given),3,-45,-1.1,-2,-1.4,-0.2,-13,-2.0,-1.1,-0.6,-2
CCN(C[C@H]1N[C@@](Cc2ccccc2)(C(=O)OC)[C@H]2C(=O)N(C)C(=O)[C@@H]12)C(=O)Nc1ccc(C(F)(F)F)cc1,0,-4,-0.3,3,-0.7,0.1,0.2,1.1,-0.2,-1.3,3
CC(=O)c1sc(NC(=O)c2cc3c(C)nn(-c4ccccc4)c3s2)nc1C,4,-1,0.1,-1,1.7,-0.8,0.5,0.5,-0.1,-1.2,-6
O=C(CNCC1CCCO1)Nc1ccc([N+](=O)[O-])cc1C(=O)Nc1ccccc1F (stereo not given),-8,9,1.6,1,-1.2,-1.6,0.5,0.7,0.1,-0.6,1
Cc1ccc(/C(N)=N/OC(=O)N2CCOCC2)cc1,0,-3,1.6,1,-0.3,0.3,0.1,1.1,0.2,-1.0,4
COc1ccc(Cl)cc1NC(=O)N(C)Cc1c(C)nn(C)c1C,-10,-3,-1.4,-1,-0.8,-2.2,-0.4,-2.5,0.0,-1.7,-5
Fc1ccc(OCc2nn[nH]n2)c(F)c1,-1,7,0.6,3,-1.2,2.3,-1.2,-1.1,-0.7,-0.5,7
COc1ccc(-c2noc(=O)n2Cc2ccc(C#N)cc2)cc1,-4,-5,0.2,-3,1.1,0.3,0.7,-1.7,-0.2,-0.7,-3
COc1ccc(C(=O)/C=C/Nc2ccc(S(=O)(=O)Nc3cccc(C(C)=O)c3)cc2)cc1,-4,-45,1.7,-2,0.3,2.4,-5.7,-1.2,-0.8,-1.5,-3
Cc1c(C(=O)N2CCCCC2)c(S(=O)(=O)N2CCN(c3ccc(F)cc3)CC2)c(C)n1C,2,2,3.0,-1,0.2,1.8,0.0,1.4,-0.3,-0.7,1
O=C(c1oc(=O)c2ccccc2c1-c1ccccc1)N1CCC(O)CC1,8,-1,2.0,5,1.1,-1.7,-0.5,-0.3,-1.5,-1.6,-4
COc1cc(CCC(C)NCc2ccccc2)ccc1O (stereo not given),4,11,0.4,-2,0.6,0.1,0.2,-1.7,-0.1,-0.8,3
COc1ccc(OC)c(Nc2nc(NCCCN(C)C)nc(N)c2[N+](=O)[O-])c1,1,-7,1.1,1,1.2,-1.8,-0.2,-0.8,0.4,-1.2,1
COc1ccc(-c2noc(N3CCC(C(=O)Nc4ccc(F)cc4F)CC3)n2)cc1,1,5,-8.1,1,0.9,7.9,0.8,2.1,2.5,-0.5,1
O=C(NCCc1ccccc1)c1c(F)c(F)c(F)c(F)c1F,4,3,1.8,0,-0.6,0.8,0.1,5.1,0.6,0.2,3
COc1ccc(N=c2cc(-c3ccc(OC)cc3)oc3ccccc23)cc1,-3,-16,4.0,0,1.9,8.2,4.2,-0.1,-0.4,1.0*,-4
Cc1ccc(C)c(NS(=O)(=O)c2ccc(OCC(=O)NCc3ccco3)cc2)c1,-3,-14,-4.3,0,0.5,-0.7,0.0,-1.1,-0.5,-1.2,9
O=c1c2ccccc2nc(SCc2ccc([N+](=O)[O-])cc2)n1-c1ccc(Cl)cc1,4,11,0.3,-2,0.6,2.2,0.2,0.4,0.4,-0.7,1
O=C(O)CN1CCN(Cc2ccccc2F)C1=O,-1,0,0.0,-2,4.1,-2.0,-0.3,-1.1,1.2,-1.5,1
Cc1ccc(C(=O)NCC(=O)NCC(c2cccs2)N(C)C)cc1C (stereo not given),2,7,3.2,2,0.4,0.5,-0.1,2.6,1.6,-0.3,3
Cc1ccc(NC(=O)NCC2CCN(Cc3cc(C)ccc3Cl)CC2)c(C)c1,-4,2,0.7,-7,1.5,-3.3,0.2,-1.9,0.1,-1.1,-1
O=C1OC(c2cccc3c(F)cccc23)c2ccccc21 (stereo not given),-23,-1,-0.2,-4,-0.3,-0.3,0.0,-0.6,-0.8,-0.5,-7
Cc1ccnc(NC(=O)Nc2ccc(Br)cc2Cl)c1,1,-2,5.5,0,2.2,8.8,-0.4,0.8,2.9,-0.4,3
Nc1nonc1-n1nnc(C(=O)N/N=C/c2c(Cl)cccc2Cl)c1CSC1=NCCS1,-3,-2,-0.7,-1,-0.6,2.7,0.3,0.9,0.3,-1.6,-2
COc1ccc(S(=O)(=O)N2CCCC2CNC(=O)C(=O)Nc2cccc(F)c2)cc1 (stereo not given),-3,-18,-2.1,-1,0.6,0.7,0.5,-0.6,-0.9,-1.4,-10
COc1ccc2c(CC(=O)N[C@@H](Cc3ccccc3)C(=O)O)cc(=O)oc2c1C,-1,-8,-1.7,8,-2.0,0.9,6.5,-1.1,-0.2,-0.7,5
COc1ccc2c(c1OC)C(=O)N1C(C(=O)O)Cc3c([nH]c4ccccc34)C21 (stereo not given),4,-8,1.6,1,1.9,2.5,6.7,8.8*,1.0,0.5,-1
COc1ccc(N(C)C(=O)Cc2c(C(=O)O)[nH]c3ccccc23)c(OC)c1,2,-6,0.5,-4,-0.1,1.0,0.2,5.4,0.4,-0.3,1
COc1ccc(CN(C)C(=O)c2cccc(S(=O)(=O)N3CCN(c4ccccc4)CC3)c2)c(OC)c1OC,-3,-4,-2.1,-7,-5.1,-6.9,0.1,-3.4,-4.9,-2.2,-3

# Screening data (PubChem BioAssay)
